# Compound activity as filed in PubChem.
# PI4K2A block: qHTS for small molecular inhibitors of PI4K2A; AID 1346378, 2018; hit rate 0.13% among 420,000; Phosphatidylinositol 4-kinase type 2-alpha (Homo sapiens), Q9BTU6; activity change, negative = inhibition, % at 76.9 µM; purified PI4K2A, ADP-Glo luminescence, 1 h; stronger effect = lower value; in the data active = activity change below about -50%; inconclusive = mostly about -30% to -49%;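 also: -100% = wells without enzyme as full effect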
#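 PI4K2A activity was measured by ADP-Glo luminescence: enzyme (4 ug/mL stock) and phosphatidylinositol (1.2 mM stock) in Tris pH 7.5/MgCl2/EGTA/Triton X-100 buffer were reacted with ATP (300 microM stock) for one hour at ambient temperature.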
# BAZ2B block: qHTS Assay for Inhibitors of BAZ2B | AlphaScreen BAZ2B-H3K14Ac peptide displacement | Potency, µM (doses to about 114 µM), inactives show at the top dose activity change, negative = inhibition, usual class: inhibitors | hit rate 4.4% among 360,000 | AID 504333, 2011; also: potency is read from the fitted curve at half-maximal effect; % is scaled to controls: 0 for no effect and ±100 for the full control effect; nearly all actives have a fitted effect of over 60% in size
#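 In this displacement format the biotinylated H3(5-23) peptide acetylated at Lys14 serves as ligand at 50 nM, with BAZ2B at 50 nM in PBS pH 7.4 containing 0.01% Tween-20. Donor and acceptor beads are 10 ug/mL final.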
# HP1b chromo inh: HTS for Inhibitors of HP1-beta Chromodomain Interactions with Methylated Histone Tails; Chromobox protein homolog 1 (Homo sapiens), P83916; AlphaScreen HP1-beta / biotin-H3K9me3 peptide binding; Potency, µM (series often up to 114 µM), for inactives: at the highest dose activity change, negative = inhibition, most hits filed as inhibitors; hit rate 0.56% among 390,000; also: potency is read from the fitted curve at half-maximal effect; nearly all actives have a fitted effect of over 70% in size; inactives centre near 23
#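 AlphaScreen: HP1-beta (50 nM) preformed 30 min with biotin-H3(1-18)K9me3 peptide (50 nM) in PBS pH 7.4, 0.01% Tween-20. Compound added for 30 min at RT, then streptavidin donor/nickel chelate acceptor beads (10 ug/mL) for 30 min.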
# PGK inhibitor: qHTS Assay to Find Inhibitors of Phosphoglycerate Kinase. PGK/GAPDH coupled, Kinase-Glo luminescence, 60 min. Potency, µM (top dose mostly 57.5 µM), inactives show at the top dose activity change, negative = inhibition, most hits filed as inhibitors. hit rate 0.043% among 380,000. AID 602233, 2012; also: potency is read from the fitted curve at half-maximal effect; % is scaled to controls: 0 for no effect and ±100 for the full control effect; nearly all actives have a fitted effect of over 60% in size
# Target sequence (P07378 whole entry, looked up): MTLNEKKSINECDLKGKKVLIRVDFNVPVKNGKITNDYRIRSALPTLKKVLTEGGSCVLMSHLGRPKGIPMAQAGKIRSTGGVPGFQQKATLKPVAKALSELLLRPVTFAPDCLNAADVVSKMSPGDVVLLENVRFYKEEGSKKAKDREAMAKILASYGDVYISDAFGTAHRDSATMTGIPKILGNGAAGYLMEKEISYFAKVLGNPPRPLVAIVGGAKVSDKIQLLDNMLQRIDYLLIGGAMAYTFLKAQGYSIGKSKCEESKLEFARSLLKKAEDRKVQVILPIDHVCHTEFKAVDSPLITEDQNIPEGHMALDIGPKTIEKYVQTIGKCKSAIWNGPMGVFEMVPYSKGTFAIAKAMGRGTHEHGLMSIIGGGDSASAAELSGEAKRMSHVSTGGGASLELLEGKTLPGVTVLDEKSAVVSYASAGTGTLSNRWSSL
#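 Recombinant glycosomal PGK reaction used 1,3-bisphosphoglycerate generated in-well by GAPDH (100nM final) in 100mM TEA pH 7.6, 5mM MgCl2, 0.01% Tween-20. After 60 minutes at room temperature, ATP was read by Kinase-Glo Plus luminescence end-point.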
# JMJD2A Tudor inh: qHTS Assay for Inhibitors of JMJD2A-Tudor Domain | AID 504339, 2011 | Potency, µM (doses to about 114 µM), for inactives: at the top dose activity change, negative = inhibition, usual class: inhibitors | hit rate 4.4% among 390,000 | Lysine-specific demethylase 4A (Homo sapiens), O75164 | AlphaScreen JMJD2A-Tudor / H3K4me3 peptide binding; also: potency is read from the fitted curve at half-maximal effect; % is scaled to controls: 0 for no effect and ±100 for the full control effect; nearly all actives have a fitted effect of over 50% in size
# G9a block: qHTS Assay for Inhibitors of Histone Lysine Methyltransferase G9a; Histone-lysine N-methyltransferase EHMT2 (Homo sapiens), Q96KQ7; G9a H3K9 monomethylation, AlphaScreen, 2 h; Potency, µM (series often up to 102 µM), for the others: at the highest dose activity, negative = inhibition, actives largely listed as inhibitors; hit rate 8.8% among 350,000; AID 504332, 2011; also: potency is read from the fitted curve at half-maximal effect; % is scaled to controls: 0 for no effect and ±100 for the full control effect; nearly all actives have a fitted effect of over 75% in size
#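 Chemiluminescent proximity detection of H3K9 monomethylation, read after 10 min bead incubation in the dark. Reaction: 20 nM G9a, 500 nM biotin-H3K9 peptide, 20 uM SAM cofactor, 2 h, room temperature, following 15 min enzyme-compound preincubation.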
# Pin1 inh: qHTS Assay to Find Inhibitors of Pin1; Peptidyl-prolyl cis-trans isomerase NIMA-interacting 1 (Homo sapiens), Q13526; Pin1 FP peptide displacement, HiFluor488, 10 min; Potency, µM (series often up to 115 µM), for inactives: top-dose activity, negative = inhibition, usual class: inhibitors; hit rate 0.009% among 390,000; AID 504891, 2011; active = well fitted inhibition curve with a large enough effect in the polarisation, with a control signal flat, not every such curve was filed as active; inconclusive = small, poorly fitted or top-dose-only effect, or effect the other way, or a change in a side signal; inactive = no such curve, though single readings can be large or run the other way; the % refers to the polarisation; also: potency is read from the fitted curve at half-maximal effect; % is scaled to controls: 0 for no effect and ±100 for the full control effect
# ERG-DNA inh: qHTS for Small Molecule Inhibitors of the ERG Ets/DNA interaction; Transcriptional regulator ERG (Homo sapiens), P11308; fluorescence polarization, His-ERG Ets domain / labelled DNA; Potency, µM (titrated, usually from 76.9 µM), for the others: top-dose FP activity, negative = inhibition, most hits filed as inhibitors; hit rate 0.028% among 370,000; AID 624246, 2012; active = well fitted inhibition curve with a large enough effect in the polarisation, with a control signal flat; inconclusive = small, poorly fitted or top-dose-only effect, or effect the other way, or a change in a side signal; inactive = no such curve, though single readings can be large or run the other way; the % refers to the polarisation;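 also: polarization taken with two DNA probes labelled with fluorescein and Texas red; potency is read from the fitted curve at half-maximal effect; % of control where 0% means no effect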
#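 His-tagged ERG Ets domain (1 uM in the protein solution; 300mM KCl, 50mM Tris-HCl, 1mM EDTA, 1mM DTT, pH 7.5) received compound, then a probe mix of 5 nM fluorescein-DNA and 100nM Texas-615-DNA. Fluorescence polarization was read for both dyes.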
# GLS inhibitor: qHTS for Inhibitors of Glutaminase (GLS); Glutaminase kidney isoform, mitochondrial (Homo sapiens), O94925; GLS enzymatic activity, qHTS titration; Potency, µM (highest dose often 45.5 µM), without a hit: at the top dose activity change, negative = inhibition, hits mostly inhibitors; hit rate 0.21% among 410,000; also: potency is read from the fitted curve at half-maximal effect; % is scaled to controls: 0 for no effect and ±100 for the full control effect
# Target sequence (O94925 whole entry, looked up, canonical isoform): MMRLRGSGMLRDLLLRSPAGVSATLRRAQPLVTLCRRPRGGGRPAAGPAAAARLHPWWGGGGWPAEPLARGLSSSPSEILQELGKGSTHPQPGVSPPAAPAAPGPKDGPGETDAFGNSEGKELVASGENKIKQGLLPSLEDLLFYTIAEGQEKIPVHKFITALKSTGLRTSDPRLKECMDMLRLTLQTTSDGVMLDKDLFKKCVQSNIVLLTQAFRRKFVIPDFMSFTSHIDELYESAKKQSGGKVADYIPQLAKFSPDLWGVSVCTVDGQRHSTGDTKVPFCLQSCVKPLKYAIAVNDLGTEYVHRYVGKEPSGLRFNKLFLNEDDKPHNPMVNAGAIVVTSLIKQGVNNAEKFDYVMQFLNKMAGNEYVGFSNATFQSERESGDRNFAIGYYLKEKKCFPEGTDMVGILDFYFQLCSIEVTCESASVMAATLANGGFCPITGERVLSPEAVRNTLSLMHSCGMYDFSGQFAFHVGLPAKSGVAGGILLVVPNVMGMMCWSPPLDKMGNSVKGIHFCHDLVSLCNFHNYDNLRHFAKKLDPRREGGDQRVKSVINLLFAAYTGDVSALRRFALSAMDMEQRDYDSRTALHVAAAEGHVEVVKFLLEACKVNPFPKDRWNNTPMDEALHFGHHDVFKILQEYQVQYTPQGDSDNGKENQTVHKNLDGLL
#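 Read-out is an Amplex red fluorescence increase coupled through glutamate oxidase and HRP, measured before and after 30 min room-temperature incubation. hKGA is in 45 mM KH2PO4 (pH 8.2) with 0.02% Tween-20; glutamine added as 1mM solution.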
# Numbers without * were called inactive; i = inactive; ? = inconclusive; · = not tested or not shown; & = joins results of further samples; [ ] = another dose, or the depositor's remark. Unless noted, calls follow the shape of the dose curve; as a rule, active = well fitted curve in the direction sought with a large enough effect; inconclusive = small, poorly fitted or top-dose-only effect, or another doubt; inactive = no such curve, though single readings can be large; an effect the other way counts as inactive or inconclusive.
item | Compound | JMJD2A Tudor inh | HP1b chromo inh | ERG-DNA inh | G9a block | Pin1 inh | GLS inhibitor | PGK inhibitor | BAZ2B block | PI4K2A block
1 | CC(C)C12CN3CC(C(C)C)(CN(C1)C3c1ccco1)C2=O (stereo unspecified) | -1.4% | 26.2% | -17.7% | 24.5% | 5.9% | -10.7% | 7.4% | -2.6%[57.1 µM] | -1.7
2 | NS(=O)(=O)c1ccc(CCNC(=S)Nc2ccc(F)cc2)cc1 | -4.9% | 45.4%[activator] | -7.0% | 11.1% | -11.4% | 0.1% | -7.0% | -26.3% | 4.3
3 | Cc1nc(NC(CC(C)C)C(=O)O)c2nc(C)oc2n1 (stereo unspecified) | -14.9% | 8.0% | -0.3% | -1.8%[12.7 µM] | 3.3% | 8.8% | 26.0% | -17.7% | 1.8
4 | Cc1ccc(S(=O)(=O)Cc2ccc(C(=O)NCc3cccs3)o2)cc1 | -9.6% | 56.8%[activator] | 3.4% | -16.3% | 3.6% | 0.1% | 14.2% | 1.9% | 7.1
5 | Nc1nc(CSC(=S)N2CCCCC2)nc(Nc2ccccc2)n1 | -31.2% | -0.1% | 1.1% | -28.7% | -0.9% | 12.0% | -10.2% | -37.7% | 2.3
6 | C/C(=N/NC(=O)CCCOc1ccc(Cl)cc1Cl)c1ccc(C)o1 | -9.8% | 11.9% | 3.7% | 1.3%[59 µM] | -0.5% | 0.8% | -1.9% | -0.9% | 9.0
7 | CCOc1cc(/C=C2\C(=O)N(c3ccc(C(N)=O)cc3)N=C2C)ccc1OC(=O)c1cccs1 | -28.1% | -21.4% | 7.1% | 44.7µM* | ? | ? | -8.1% | 50.1µM* | ?
8 | O=C(Nc1cc2ccc(O)cc2oc1=O)c1ccccc1 | -13.5% | 27.7% | -3.2% | 8.1%[59 µM] | 4.9% | 4.7% | -5.0% | -1.3% | -13.0
9 | Cc1ccc(CCN2CC(C(=O)NCc3ccco3)CC2=O)cc1 (stereo unspecified) | -19.4% | 15.8% | -0.7% | 1.6%[12.7 µM] | -8.7% | -0.4% | i | -27.7% | 4.8
10 | Cc1ccsc1/C=C1/CN(C)Cc2c1nc1ccccc1c2C(=O)O | -11.0% | 13.2% | -8.2% | · | -18.9% | 20.8% | 7.3% | -19.3% | -1.2
11 | O=C(CSc1ccc(Cl)cc1)N1CCN(c2c(Cl)cccc2[N+](=O)[O-])CC1 | -35.3% | -17.9% | -1.1% | ? | 3.8% | 2.5% | 2.1% | ? | -1.4
12 | CC(C(=O)Nc1cccc([N+](=O)[O-])c1)N(c1ccccc1)S(C)(=O)=O (stereo unspecified) | -12.6% | 34.1% | -7.0% | ? | 2.7% | -2.2% | 0.6% | -33.6% | 8.6
13 | Cc1noc(C)c1COc1ccc(C(=O)NCc2ccccn2)cc1 | 2.3% | 32.4%[activator] | 2.2% | 3.6%[59 µM] | -18.4% | 14.7% | 8.8% | -6.5% | 3.9
14 | O=c1c2ccccc2nnn1COc1cccc2ccccc12 | 31.2% | 83.8%[activator] | 6.5% | ? | 4.4% | -1.4% | 7.4% | 9.1% | 2.3
15 | Cc1ccc(S(=O)(=O)/C(C#N)=C/c2c[nH]c3ccccc23)cc1 | -31.2% | 0.8% | -2.6% | -1.1%[59 µM] | 10.5% | 3.0% | 0.6% | -11.3% | -9.4
16 | Cc1ccc(S(=O)(=O)N(C)CC(=O)NNC(=O)CCNS(=O)(=O)c2cccc(C)c2)cc1 | -16.1% | 2.9% | -1.7% | · | 5.1% | 5.1% | -1.3% | · | -1.8
17 | CC1CCCCC1NS(=O)(=O)c1ccc2c(c1)CC(=O)N2C (stereo unspecified) | -10.7% | 28.0% | -2.5% | · | -2.7% | -3.2% | 3.4% | -10.5% | 3.9
18 | CSC(=NC#N)N1CCN(c2ccccn2)CC1 | -2.3%[11.4 µM] | 8.9% | -2.1% | -2.6% | -4.7% | 9.3% | 10.6% | 1.2% | -3.6
19 | S=c1[nH]nc(-c2ccccc2)n1/N=C/c1cccc(Br)c1 | -25.2% | 16.7% | 3.6% | -42.5%[0.501 µM] | 1.7% | 28.0% | 6.6% | -1.7% | -12.1
20 | N/C(=N\OC(=O)c1cccc(Cn2cc(C(F)(F)F)ccc2=O)c1)c1ccc(Cl)cc1 | 0.3% | 27.9% | -1.3% | 26.1% | 0.2% | -4.0% | -3.0% | 4.9% | 0.4
21 | Cc1ccc(S(=O)(=O)Nn2c(C)ccc2C)cc1 | 50.1µM* | 0.1% | -6.5% | -9.9%[2.33 µM] | 8.4% | 0.4% | -5.9% | ? | -19.3
22 | COc1ccccc1/C=C/c1nc2ccccc2n1C(C)C | 120.1%[activator] | 205.0%[activator] | 2.4% | 101.6%[activator][59 µM] | ? | -0.8% | -3.4% | 149.6%[activator] | -2.5
23 | CCCCn1c(N)c(N(CCOC)C(=O)CCCc2cccs2)c(=O)[nH]c1=O | -8.8% | 25.9% | 8.8% | 5.2%[59 µM] | -2.5% | 0.0% | 3.7% | -1.4% | -4.2
24 | COc1ccc2oc(=O)c(-c3cn4c(n3)sc3cc(OC)ccc34)cc2c1 | -17.0% | 35.3% | 1.1% | 0.0%[59 µM] | 3.3% | 3.5% | i | -1.5% | 8.7
25 | O=C(Cc1ccccc1)N(Cc1cccnc1)c1nc2ccc(Cl)cc2s1 | -10.1% | 36.1% | -9.9% | 2.4%[59 µM] | 31.6%[activator] | -2.9% | 2.6% | -1.4% | 1.9
26 | CC(=O)NC(C)c1nc2ccccc2n1Cc1ccccc1Cl (stereo unspecified) | -4.7% | 24.5% | 5.8% | -6.4%[59 µM] | 1.4% | 3.2% | i | -2.7% | -7.1
27 | CCOC(=O)C1CCN(S(=O)(=O)c2ccc(OC)c(Cl)c2Cl)CC1 | 3.5% | 46.8% | · | 33.0%[59 µM] | -0.9% | -0.4% | · | 7.0% | -1.3
28 | O=C(N/N=C/c1cc(Br)c(O)c(Br)c1)C1CC1 | 2.8% | 34.3% | 3.6% | 12.4% | -0.6% | -2.3% | -5.6% | -15.3% | -3.1
29 | Cc1nnc(NC(=O)CSc2nnc3ncccn23)s1 | -25.0% | 17.3% | 5.3% | 14.4%[59 µM] | 1.7% | 7.5% | 6.0% | 3.9% | -9.9
30 | Cc1cccc(Oc2ccc(NC(=O)c3ccccc3C(=O)O)cc2)c1 | -11.0%[11.4 µM] | 46.0%[activator] | -10.8% | · | -0.3% | -2.8% | -2.2% | -35.9% | 7.0
31 | O=C(Nc1ccccn1)c1ccc(Br)s1 | -9.7% | 28.3% | 0.9% | -47.3% | 5.2% | -0.8% | -10.4% | -19.0% | -4.4
32 | Cc1cc(-n2c(=O)c(C#N)cc3c(=O)n4ccccc4nc32)no1 | -21.5% | 27.1% | 1.6% | -13.4% | -19.8% | -4.1% | -6.3% | -12.6% | -3.6
33 | Cc1cc(C)c(C)c(S(=O)(=O)N2CCN(C(=O)c3ccco3)CC2)c1C | -12.5% | 4.1% | -10.7% | · | 5.9% | 0.0% | -6.2% | · | -2.9
34 | O=C(O)Cn1nc(-c2ccc(Cl)cc2)ccc1=O | -13.3% | -4.3% | 5.8% | 0.9% | -14.7% | 5.3% | -3.2% | -11.9% | -2.9
35 | COc1ccc2oc(=O)cc(CN3CCN(Cc4ccccc4)CC3)c2c1 | -33.3% | 13.8% | -1.7% | -35.1%[59 µM] | -4.1% | -2.5%&-2.8% | 2.6%&-4.2% | -17.7% | 0.3&-0.9
36 | O=C(CCCC(=O)NCc1ccc(F)cc1)NCc1ccc(F)cc1 | -31.4% | -30.5% | -14.4% | 20.8% | -2.7% | 5.4% | i | -13.2% | 0.7
37 | CC(SCc1nc2sc3c(c2c(=O)[nH]1)CCCC3)C(=O)Nc1ccccn1 (stereo unspecified) | -13.0% | 31.3% | -7.8% | 50.1µM* | ? | 11.1% | -3.4% | 6.0% | 1.3

# Looked up by structure from above (3):
item | Compound | JMJD2A Tudor inh | HP1b chromo inh | ERG-DNA inh | G9a block | Pin1 inh | GLS inhibitor | PGK inhibitor | BAZ2B block | PI4K2A block
31 | O=C(Nc1ccccn1)c1ccc(Br)s1 | -9.7% | 28.3% | 0.9% | -47.3% | 5.2% | -0.8% | -10.4% | -19.0% | -4.4
37 | CC(SCc1nc2sc3c(c2c(=O)[nH]1)CCCC3)C(=O)Nc1ccccn1 (stereo unspecified) | -13.0% | 31.3% | -7.8% | 50.1µM* | ? | 11.1% | -3.4% | 6.0% | 1.3
34 | O=C(O)Cn1nc(-c2ccc(Cl)cc2)ccc1=O | -13.3% | -4.3% | 5.8% | 0.9% | -14.7% | 5.3% | -3.2% | -11.9% | -2.9
